Screening results (PubChem)
CHT allo act = human CHT allosteric activation. hit rate 0.49% among 310,000. B-score at 10 µM. AID 488977. CHT-expressing cells, membrane potential dye, choline EC20; active compounds read high; LV-AA mutant CHT in HEK293 cells;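 active = initial fluorescence not abnormally high and integrated response B-score, plate-corrected, over 3 SD above library mean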
Target sequence (Q9GZV3 whole entry, looked up): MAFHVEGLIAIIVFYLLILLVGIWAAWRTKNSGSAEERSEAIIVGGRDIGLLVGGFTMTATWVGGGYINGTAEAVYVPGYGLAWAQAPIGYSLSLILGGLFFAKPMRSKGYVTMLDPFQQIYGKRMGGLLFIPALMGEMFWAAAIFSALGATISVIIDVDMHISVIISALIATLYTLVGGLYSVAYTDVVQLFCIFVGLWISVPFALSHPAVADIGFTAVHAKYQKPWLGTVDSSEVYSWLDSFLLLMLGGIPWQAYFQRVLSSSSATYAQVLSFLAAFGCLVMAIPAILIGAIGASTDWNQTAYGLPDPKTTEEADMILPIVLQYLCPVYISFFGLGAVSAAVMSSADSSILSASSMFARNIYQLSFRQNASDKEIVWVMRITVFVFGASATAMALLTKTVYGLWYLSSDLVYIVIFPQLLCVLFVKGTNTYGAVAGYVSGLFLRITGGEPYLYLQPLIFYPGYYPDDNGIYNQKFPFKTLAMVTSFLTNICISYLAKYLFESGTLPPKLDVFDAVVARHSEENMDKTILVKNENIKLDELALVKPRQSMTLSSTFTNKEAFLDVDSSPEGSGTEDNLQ
CHT block = inhibitors of human choline transporter CHT. Q9GZV3. hit rate 0.86% among 310,000. CHT-expressing cells, membrane potential dye, choline response; active compounds read low. B-score at 10 µM;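 active = B-score over 3 SD under the library average, and starting fluorescence ratio not unusually high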;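 also: choline stimulus applied at its EC90 after an EC20 pre-addition; B-score computed on integrated fluorescence ratio after choline addition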
Calls only; i = inactive. Random draw from the library; 1.4% or so of the library scored in one or more.

SMILES	CHT allo act	CHT block
COc1ccc(C)cc1NC(=O)CSc1ccc(-c2sc(C)nc2C)nn1	i	i
CCOC(=O)N1CCC(NC(=O)CS(=O)Cc2nc(-c3ccc(OC)c(OC)c3)oc2C)CC1 (configuration not stated)	i	i
Cn1cnnc1SCC(=O)Nc1ncc(C(F)(F)F)cc1Cl	i	i
O=C(Nc1ccc(S(=O)(=O)N2CCCCC2c2cccnc2)cc1)c1c(F)cccc1F (configuration not stated)	i	i
COc1ccc(-c2[nH]ncc2CN2CCCC(C(=O)c3cccc(OC)c3)C2)cc1 (configuration not stated)	i	i
CCc1c(C)nc2ncnn2c1N1CCC(C(=O)Nc2ccccc2)CC1	i	i
CCOc1cccc2cc(-c3nnc(NCc4ccco4)s3)c(=O)oc12	i	i
O=[N+]([O-])c1ccccc1Nc1nc(-c2cccnc2)cs1	i	i
O=C(CC1S/C(=N/N=C2CCCCCC2)NC1=O)Nc1ccccc1C(F)(F)F (configuration not stated)	i	i
CC(=O)c1ccc(N2CCN(C(=O)COc3ccccc3F)CC2)c(F)c1	i	i
CCOc1ccc(CNC(=O)c2ccc(Sc3ccc(C)cc3)c(NC(C)=O)c2)cc1	i	i
COc1ccc(C(C(=O)NC(C)(C)C)N(C(=O)Cn2nnc3ccccc32)c2ccc(C(C)=O)cc2)cc1O (configuration not stated)	i	i
c1ccc2sc(NC3=NCN(CCN4CCOCC4)CN3)nc2c1	i	i
CCOc1ccccc1N(CC(=O)NCc1ccncc1)S(=O)(=O)c1ccccc1	i	i
O=C(c1ccc(S(=O)(=O)NCc2ccco2)cc1)N1CCCC(C(F)(F)F)C1 (configuration not stated)	i	i
COc1ccc2c(c1OC)C(=O)OC2Nn1cncn1 (configuration not stated)	i	i
Cc1cccc2cc(C#N)c(SCC(=O)NNC(=O)Cc3ccccc3)nc12	i	i
CSc1nsc(SC)c1C(=O)OCC(F)(F)F	i	i
COc1ccc(C(=O)N/C(=C\c2cn(C)c3ccccc23)C(=O)NCCCN2CCOCC2)cc1	i	i
CCN1CCc2nc(NC(=O)c3ccc(S(=O)(=O)N(C)C)cc3)sc2C1	i	i
O=C(COc1ccccc1)Nc1nnc(-c2ccco2)o1	i	i
O=C(NCCCN1CCOCC1)c1ccc(N2CCOCC2)c([N+](=O)[O-])c1	i	i
CCCCC1CCC(C(=O)Nc2ccccc2)CC1 (configuration not stated)	i	i
OC(CN1CCN(c2ccc(C(F)(F)F)cn2)CC1)c1ccccc1 (configuration not stated)	i	i
Cc1ncoc1C(=O)Nc1ccccc1C(N)=O	i	i
More results.
SMILES	CHT allo act	CHT block
COc1cc(/C=N/NC(N)=S)ccc1OCC(=O)N1CCOCC1	i	i
O=C(Nc1ccc2ccccc2n1)Nc1cccs1	i	i
O=C(COC(=O)c1cnccn1)NCc1ccccc1	i	i
CN(C)c1ccc(/C=N/n2c(C3CCCCC3)n[nH]c2=S)cc1	i	i
O=C(NCc1ccc(OC(F)(F)F)cc1)C1CC2Cn3c(nc4ccccc43)C2N1c1ccccc1 (configuration not stated)	i	i
COC(=O)c1cccc(NC(=O)/C=C/c2cccc([N+](=O)[O-])c2)c1	i	i
C/C(=N/NC(=O)C1CC1(c1ccccc1)c1ccccc1)c1cccs1 (configuration not stated)	i	i
CCOc1ccc(OCCCCNC(C)(C)C)cc1	i	i
CCOc1ccc(C(C(=O)NC2CCCC2)N(C(=O)c2snc(C(N)=O)c2N)C2CCCC2)cc1 (configuration not stated)	i	i
CC(C(=O)NCc1ccccn1)c1ccc([N+](=O)[O-])cc1 (configuration not stated)	i	i
Cc1ccc(C(=O)Nc2cccc(C(F)(F)F)c2)cc1NC(=O)c1nccn1C	i	i
O=S(=O)(c1ccc(N2CCOCC2)c(Cl)c1)N1CCOCC1	i	i
O=S(=O)(c1ccc(-c2cn3ccccc3n2)cc1)N1CCOCC1	i	i
CCCCOc1cccc(C2(C(=O)O)CCCC2)c1	i	i
COC(=O)CC1SC(=O)NC1=Nc1ccc(OC)cc1 (configuration not stated)	i	i
Cc1ccc(S(=O)(=O)NCCC(=O)N2CCC(C(N)=O)CC2)cc1C	i	i
COc1cc(/C=N/NC(=O)c2ccc(NC(=O)C3CC3)cc2)ccc1OC(C)=O	i	i
CCOc1cc(C)c(S(=O)(=O)NC2CCCCC2)cc1C	i	i
O=C(/C=C/c1ccc(Cl)cc1Cl)NCCN1CCOCC1	i	i
O=C(N/N=C/c1ccccc1OC(=O)N1CCOCC1)c1cccs1	i	i
CN1C(C(=O)NCc2ccco2)CC2Cn3c(nc4cc5ccccc5cc43)C21 (configuration not stated)	i	i
CN(C)C(=O)CCC(=O)N(C)CC1CCCN(CCc2ccc(F)cc2)C1 (configuration not stated)	i	i
CCn1cc(C(=O)O)c(=O)c2cc(F)c(N3CCN(C(=S)Nc4ccc(OC)cc4)CC3)cc21	i	i
COc1ccc(NC(=O)N2c3ccccc3CC2C)cc1OC (configuration not stated)	i	i
Cc1ccc2c(c1)N(Cc1ccc([N+](=O)[O-])cc1)C=NS2(=O)=O	i	i
Following part:
SMILES	CHT allo act	CHT block
CN(C)C(=O)COC(=O)c1ccccc1Nc1ccc(SC(F)F)cc1	i	i
COc1ccc(CC(=O)NNC2=Nc3cccc4cccc2c34)cc1OC	i	i
CCCOc1ccc(CN(CCC#N)C(=S)NC(=O)c2ccccc2)cc1	i	i
CCOCCn1c(=NC(=O)CSCC(=O)N2CCOCC2)sc2cc(OC)ccc21	i	i
COc1ccc(Cl)cc1C(=O)NNC(=O)c1nc2nc(C)cc(C)n2n1	i	i
O=C(c1ccccc1)N1CCN(C2CCCCCC2)CC1	i	i
C=Cc1cccc(NC(=O)c2ccc(NC(=O)c3ccco3)cc2)c1	i	i
CCN(CC)S(=O)(=O)c1ccc(Cl)c(NC(=O)COc2ccc3c(C)cc(=O)oc3c2)c1	i	i
COc1ccc(-c2csc(NC(=O)COC(=O)c3ccco3)n2)cc1	i	i
CC1CCc2cc(F)ccc2N1S(=O)(=O)c1ccc(Cl)nc1 (configuration not stated)	i	i
Oc1ccc(/C=N/N2CCN(Cc3ccccc3)CC2)cc1	i	i
C/C(=N\NC(=O)c1cccnc1)c1c(O)cc(C)oc1=O	i	i
COc1ccc(Nc2nc3ccc(OC)cc3s2)cc1	i	i
O=c1c(C(c2ccc(O)cc2)c2c(O)nc3n(c2=O)CCS3)c(O)nc2n1CCS2	i	i
CCCC(C(=O)NCCC(C)C)N(Cc1ccccc1)C(=O)c1snc(C(N)=O)c1N (configuration not stated)	i	i
C#CC(CC)(CC)NC(=O)/C=C/C(=O)O	i	i
COc1ccc(/C=C/C(=O)Oc2ccc(C)cc2)cc1	i	i
CC1CCc2cc(F)ccc2N1C(=O)c1cccs1 (configuration not stated)	i	i
Cc1ccc2c(c1)C1C=CCC1C(C(=O)O)N2 (configuration not stated)	i	i
Cc1ccc(C2Nc3ccccc3-c3nc4ccccc4n32)o1 (configuration not stated)	i	i
O=C1NC(Cc2c[nH]c3ccccc23)C(=O)N1CCOc1ccccc1 (configuration not stated)	i	i
COc1ccccc1Nc1nc(Cl)c(C=O)s1	i	i
COc1ccc(OC)c(C2=Nn3c(nnc3-c3cc(OC)c(OC)c(OC)c3)SC2)c1	i	i
COc1ccc(-c2noc(CCN3C(=O)c4ccccc4C3=O)n2)cc1OC	i	i
CC(C)(CNC(=O)CC1C(=O)NCCN1Cc1cccc(F)c1F)N1CCOCC1 (configuration not stated)	i	i
Continuation.
SMILES	CHT allo act	CHT block
Cc1ccc(NC(=O)CCl)cc1S(=O)(=O)N1CCCCCC1	i	i
COc1ccccc1N1CCN(C2CCN(S(=O)(=O)c3ccc(C)cc3)CC2)CC1	i	i
CCOc1ccccc1NC(=S)NCCCn1ccnc1	i	i
Cc1oc2c(cc(NS(=O)(=O)c3ccc(C(C)C)cc3)c3ccccc32)c1C(=O)O	i	i
COC(=O)C1=CN(C2CCCCC2)C=C(C(=O)OC)C1c1ccc2c(c1)OCO2	i	i
CSCC[C@H](NC(=O)OC(C)(C)C)C(=O)NCC1CCC(C(=O)O)CC1 (some centres not stated)	i	i
Cc1ccc(CN2CCNC(=O)C2CC(=O)N(C)C2CCOCC2)cc1 (configuration not stated)	i	i
Cc1ccccc1NC(=O)C1CCN(C(=O)NC2CCCCC2)CC1	i	i
CCOc1cc(/C=N/NC(=O)CN2CCCCC2)ccc1O	i	i
O=C(NCCCn1ccnc1)C(=O)NCC1OCCN1S(=O)(=O)c1ccc(F)cc1 (configuration not stated)	i	i
Nc1c(-c2ccccc2)cnn1-c1ccccc1	i	i
CCOC(=O)c1cc(C#N)c(N2CCOCC2)nc1-c1ccccc1	i	i
COc1ccc(N2CCN(CCOc3ccc4c(C)cc(=O)oc4c3)CC2)cc1	i	i
CCOc1ccc2nc(N3CCC(C(=O)N4CCN(c5ccccn5)CC4)CC3)sc2c1	i	i
O=C1CCCN1CCCNS(=O)(=O)c1ccc(F)cc1F	i	i
O=C1CC2(CCOCC2)Oc2ccc3ccccc3c21	i	i
C[n+]1cc[nH]c1SCC(=O)c1ccc(Cl)cc1	i	i
CCOC(=O)c1c(C)nc(-c2ccccc2)nc1NC(=O)C(C)C	i	i
CC(OC(=O)c1ccc(Cl)c(S(N)(=O)=O)c1)C(=O)NCc1ccc2c(c1)OCO2 (configuration not stated)	i	i
CCOC(=O)CSc1n[nH]c(-c2ccco2)n1	i	i
CC1(C)CC(NS(=O)(=O)c2ccc(S(=O)(=O)N3CCOCC3)cc2)CCO1 (configuration not stated)	i	i
Cc1cc(NC(=O)C2CCN(S(=O)(=O)c3cnc[nH]3)CC2)ccc1Br	i	i
C/C(=N\Nc1ccc([N+](=O)[O-])cc1[N+](=O)[O-])c1cccnc1	i	i
Cc1cc2[nH]c(=O)c(=O)[nH]c2cc1S(=O)(=O)N(C)C1CCCCC1	i	i
CC1CCN(C(=O)c2ccccc2NC(=O)Nc2ccccc2)CC1	i	i
Additional compounds
SMILES	CHT allo act	CHT block
Cc1ccc(NC(=O)CCNS(=O)(=O)c2cc(Br)cnc2N)cc1Cl	i	i
N#CC1(C#N)C2=C(CCCC2)NC(c2ccccc2)C1(C#N)C#N (configuration not stated)	i	i
CCc1nnc(NC(=O)c2cc(S(=O)(=O)N3CCN(c4ccccc4)CC3)ccc2Cl)s1	i	i
NC(=O)c1c(NC(=O)c2cccc(N3C(=O)CCC3=O)c2)sc2c1CCCCC2	i	i
O=C(CCC1CCCN(C(=O)c2ccc3[nH]ccc3c2)C1)N1CCN(c2ccccn2)CC1 (configuration not stated)	i	i
O=C1NC2=C(C(=O)CCC2)C(c2ccccc2)N1 (configuration not stated)	i	i
COc1ccc(Nc2nc(N)nc(CSC(=S)N3CCCCC3)n2)cc1	i	i
CC(=O)N1CCC(C(=O)N2CCN(S(=O)(=O)c3ccc(Cl)s3)CC2)CC1	i	i
Cc1cccc(NC(=O)COC(=O)c2ccc3c(c2)OCO3)c1C	i	i
Cc1nnsc1SC(C)C(=O)O (configuration not stated)	i	i
Cc1cc(C)cc(N(CCC#N)C(=O)COC(=O)c2ccc(OCc3c(C)noc3C)cc2)c1	i	i
CCC(C)(C)n1nnnc1CN1CCC(c2nc3ccc(C)cc3[nH]2)CC1	i	i
CCOC(=O)C1CCN(C(=O)c2n[nH]c(=O)c3ccccc23)CC1	i	i
CCNC(=S)SCCOc1ccc(C)cc1	i	i
CCOc1cc(/C=N/NC(=O)c2nn(C)cc2Br)ccc1OCc1ccccc1	i	i
CN(C(=O)COC(=O)/C=C/c1ccc(F)cc1)c1c(N)n(Cc2ccccc2)c(=O)[nH]c1=O	i	i
COc1cc(C)c(/C=C/C(C)=C/C=C/C(C)=C/C(=O)O)c(C)c1C	i	i
Cc1cccc(C(=O)NC2CC3CCCC(C2)N3C(=O)Nc2ccccc2)c1 (configuration not stated)	i	i
Cc1cccn2c(=O)c(/C=C(\C#N)S(=O)(=O)c3ccccc3)c(N3CCN(C)CC3)nc12	i	i
O=C(CCc1ccccc1)NN1C(=O)C2C3C=CC(O3)C2C1=O (configuration not stated)	i	i
O=C(N/N=C/c1ccc(Cl)cc1)c1cc2c(s1)-c1ccccc1CC2	i	i
CCCCCc1ccc(-c2ccc(OCC)cc2)nc1	i	i
COc1ccc(/C=N/Nc2cc(C)nc3c(C)cccc23)cc1	i	i

A draw from above in order of SMILES length, falling:
SMILES	CHT allo act	CHT block
CN(C(=O)COC(=O)/C=C/c1ccc(F)cc1)c1c(N)n(Cc2ccccc2)c(=O)[nH]c1=O	i	i
Cc1cccn2c(=O)c(/C=C(\C#N)S(=O)(=O)c3ccccc3)c(N3CCN(C)CC3)nc12	i	i
Cc1cc(C)cc(N(CCC#N)C(=O)COC(=O)c2ccc(OCc3c(C)noc3C)cc2)c1	i	i
O=C(CCC1CCCN(C(=O)c2ccc3[nH]ccc3c2)C1)N1CCN(c2ccccn2)CC1 (configuration not stated)	i	i
NC(=O)c1c(NC(=O)c2cccc(N3C(=O)CCC3=O)c2)sc2c1CCCCC2	i	i
COc1cc(C)c(/C=C/C(C)=C/C=C/C(C)=C/C(=O)O)c(C)c1C	i	i
Cc1cccc(C(=O)NC2CC3CCCC(C2)N3C(=O)Nc2ccccc2)c1 (configuration not stated)	i	i
O=C(N/N=C/c1ccc(Cl)cc1)c1cc2c(s1)-c1ccccc1CC2	i	i
CCOC(=O)C1CCN(C(=O)c2n[nH]c(=O)c3ccccc23)CC1	i	i
N#CC1(C#N)C2=C(CCCC2)NC(c2ccccc2)C1(C#N)C#N (configuration not stated)	i	i
O=C(CCc1ccccc1)NN1C(=O)C2C3C=CC(O3)C2C1=O (configuration not stated)	i	i
Cc1cccc(NC(=O)COC(=O)c2ccc3c(c2)OCO3)c1C	i	i
COc1ccc(/C=N/Nc2cc(C)nc3c(C)cccc23)cc1	i	i
O=C1NC2=C(C(=O)CCC2)C(c2ccccc2)N1 (configuration not stated)	i	i
CCCCCc1ccc(-c2ccc(OCC)cc2)nc1	i	i
CCNC(=S)SCCOc1ccc(C)cc1	i	i
Cc1nnsc1SC(C)C(=O)O (configuration not stated)	i	i
